Compound activity deposited in PubChem by several laboratories.
Ba/F3 V617F tox: loss of viability in JAK2V617F-driven Ba/F3 cells. Ba/F3 EpoR-JAK2V617F viability, ATP luminescence. inhibition, % at 5.6 µM. 220,000 tested, 1.1% active. AID 1446;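 active = inhibition above the campaign mean plus 3 SD over all tested compounds, cut at about 24% in these data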;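 note: cytokine-independent growth of Ba/F3 cells driven by EpoR plus mutant JAK2; 0% = DMSO-treated cells and 100% = JAK inhibitor I control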
TRPN1 ag: activates the zebrafish TRPN1 channel; AID 1424; HEK293 zebrafish TRPN1-YFP, Fluo-8 calcium fluorescence; 100% = response to 87 µM carbachol; activation, % at 3 µM; 220,000 tested, 0.18% active;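 active = activation above its plate's cutoff, the mean activation of test wells on that plate plus 3 SD, cut at about 19% in these data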;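 note: 0% = DMSO alone and 100% = 87 µM carbachol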
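Material – zebrafish TRPN1-YFP in HEK293 cells · Doses – 3 µM single point · Schedule – dye 1 h 37 °C plus 30 min RT · Signal – Fluo-8 calcium fluorescence, excitation 470-495 nm, emission 515-575 nm · Read-out – % activation versus carbachol response · Control set – carbachol high, DMSO low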
TNF death inh: inhibitors of TNF-alpha induced necroptosis in Jurkat FADD-/- cells | Jurkat FADD-/- TNF necroptosis rescue, ATP luminescence, 24 h; 0 = TNF only, 100 = no-TNF cells | activation (protection from cell death), % at 10 µM | 220,000 tested, 0.068% active;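 active = activation, meaning protection from cell death, of at least 50% relative to plate controls; inactive = activation below 50%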;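 note: necroptosis triggered by 40 ng/mL TNF-alpha added together with compound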
CHOP inh: inhibitors of CHOP induction in ER stress response. inhibition, % at 10 µM. CHO-K1 CHOP-promoter luciferase, tunicamycin-induced, 15-18 h. 220,000 tested, 3.8% active;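 active = compounds that reduced the stress-induced luciferase reporter signal by more than about 70% of percent inhibition, limit read from the data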;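 note: 0% = tunicamycin plus vehicle and 100% = wells without tunicamycin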
RBBP9 inhibitor: human RBBP9 hydrolase inhibition. 220,000 tested, 0.2% active. AID 1515. inhibition, % at 7.94 µM. recombinant RBBP9, FP-Rh probe fluorescence polarization. O75884;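 active = inhibition above the campaign mean of all tested compounds plus 3 SD, cut at about 14% in these data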;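 note: plate controls were DMSO wells with RBBP9 for no effect and wells lacking RBBP9 protein for full effect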
Target sequence (O75884 whole entry, looked up): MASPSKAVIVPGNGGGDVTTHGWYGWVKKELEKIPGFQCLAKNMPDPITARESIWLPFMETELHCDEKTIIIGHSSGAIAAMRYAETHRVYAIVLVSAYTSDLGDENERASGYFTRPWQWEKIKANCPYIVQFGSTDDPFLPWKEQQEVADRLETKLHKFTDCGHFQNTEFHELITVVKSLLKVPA
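System: RBBP9 protein | Quantity: 2.5 µM RBBP9 dispensing solution, before mixing | Reagent: FP-Rh probe, 375 nM dispensing solution | Timing: Enzyme-compound preincubation 30 min, then probe labeling 45 min, 25 °C | Measured by: Fluorescence polarization | Read-out: % inhibition | Replication: One well per compound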
Wee1 degr inh: blocks degradation of human Wee1 kinase. P30291. HeLa Luc-Wee1K328M stability, luciferase luminescence; 100% = proteasome inhibitor MG132 effect. reporter increase, % at 5 µM. 220,000 tested, 1.2% active. AID 1321;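 active = activation above the mean of all tested compounds plus 3 SD, set per screening run, cut at about 8.8% in these data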;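 note: cells exposed to compound for 20 h before luminescence read; 0% = DMSO alone and 100% = MG132 at 30 µM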
BaF3 parental: parental Ba/F3 viability inhibition as JAK2V617F counter-screen; inhibition, % at 5.6 µM; 220,000 tested, 1.1% active; CellTiter-Glo ATP luminescence;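 active = inhibition above a per-campaign cutoff, the mean inhibition of all tested compounds plus 3 SD, cut at about 27% in these data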;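 note: 0% = DMSO wells and 100% = JAK Inhibitor I control wells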
TRPML3 ag: human mucolipin-3 channel agonism | activation, % at 3 µM | HEK293 TRPML3-YFP, Fluo-8 calcium fluorescence; 100% = the carbachol control signal | Q8TDD5 | AID 1448 | 220,000 tested, 0.29% active;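 active = activation above its plate's cutoff, the mean activation of the plate's test wells plus 3 SD, cut at about 12% in these data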;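 note: 0% = DMSO only wells and 100% = carbachol wells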
Target sequence (Q8TDD5 whole entry, looked up): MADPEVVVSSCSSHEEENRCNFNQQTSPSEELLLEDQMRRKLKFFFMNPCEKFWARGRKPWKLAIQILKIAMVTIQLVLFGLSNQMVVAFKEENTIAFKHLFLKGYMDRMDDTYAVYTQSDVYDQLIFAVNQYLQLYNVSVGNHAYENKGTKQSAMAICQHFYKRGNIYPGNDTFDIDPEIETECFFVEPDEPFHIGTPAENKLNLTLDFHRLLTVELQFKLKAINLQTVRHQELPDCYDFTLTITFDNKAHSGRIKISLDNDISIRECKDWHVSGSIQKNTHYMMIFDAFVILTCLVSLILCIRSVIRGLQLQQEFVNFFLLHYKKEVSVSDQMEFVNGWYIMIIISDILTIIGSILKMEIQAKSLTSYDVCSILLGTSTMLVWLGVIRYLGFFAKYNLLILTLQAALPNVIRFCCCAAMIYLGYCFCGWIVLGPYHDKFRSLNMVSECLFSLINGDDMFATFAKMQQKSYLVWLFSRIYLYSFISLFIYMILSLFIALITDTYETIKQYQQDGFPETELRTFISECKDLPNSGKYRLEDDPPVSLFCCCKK
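Test system: HEK293 cells stably carrying human TRPML3-YFP; Doses: single dose, 3 µM final nominal compound, 0.3% DMSO final; Schedule: dye loading 1 h 37 °C then 30 min ambient, 125 s read; Technique: Fluo-8 calcium fluorescence; Benchmarks: high control carbachol 87 µM, low control DMSO.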
PPC-1+TRAIL kill: compounds killing PPC-1 cancer cells with TRAIL present (potentiator screen, no TRAIL-free arm). 220,000 tested, 0.41% active. PPC-1 cells + TRAIL, ATPLite viability luminescence. cell killing (% activity), % at 4 µM. AID 1443;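 active = cell killing above 50% in the first pass at 4 µM, then a duplicate retest at 5 µM averaging 50% or more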;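 note: plate controls were cells with TRAIL plus DMSO for no effect and medium-only wells lacking cells for full effect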
Active calls of the source: *; [ ] = dose if it differs, or a comment.

How did O=C(NNC1=C(C(=O)C(F)(F)F)CCC1)c1ccc(Br)cc1 do in these assays?
Ba/F3 V617F tox: -3.0; TRPN1 ag: -0.1; TNF death inh: 0.8; CHOP inh: 28.3; RBBP9 inhibitor: -3.5; Wee1 degr inh: -0.5; BaF3 parental: 5.5; TRPML3 ag: -0.1; PPC-1+TRAIL kill: -2.0

What do the screens show for `Cc1ccc(-c2nc(C3CCN(S(C)(=O)=O)CC3)no2)cc1`?
Ba/F3 V617F tox: 0.4; TRPN1 ag: 0.0; TNF death inh: 2.1; CHOP inh: 41.3; RBBP9 inhibitor: -3.7; Wee1 degr inh: 5.3; BaF3 parental: 2.2; TRPML3 ag: 1.1; PPC-1+TRAIL kill: 11.9

Results for CCOCCOCN(C#N)c1nc(OC)nc(N(C)C)n1 ?
Ba/F3 V617F tox: -2.6; TRPN1 ag: 0.3; TNF death inh: 1.5; CHOP inh: 21.2; RBBP9 inhibitor: 3.1; Wee1 degr inh: -2.1; BaF3 parental: 5.0; TRPML3 ag: 0.1; PPC-1+TRAIL kill: 2.8

What do the screens show for `CC1CCCC(C)N1/N=C/c1ccc(C#N)cc1` (configuration not stated)?
Ba/F3 V617F tox: -0.1; TRPN1 ag: 0.7; TNF death inh: 0.3; CHOP inh: 20.0; RBBP9 inhibitor: -5.5; Wee1 degr inh: 3.5; BaF3 parental: 4.2; TRPML3 ag: 0.5; PPC-1+TRAIL kill: -7.2

Results for CCc1ccccc1NC(=S)N(CCN1CCCCC1)Cc1ccco1 ?
Ba/F3 V617F tox: 0.6; TRPN1 ag: 0.1; TNF death inh: 1.6; CHOP inh: 18.5; RBBP9 inhibitor: -7.7; Wee1 degr inh: 1.5; BaF3 parental: 4.0; TRPML3 ag: 0.2; PPC-1+TRAIL kill: 14.0

What do the screens show for `O=C(C1=C[C@H](c2ccccc2)C[C@H](OCc2ccc(CO)cc2)O1)N1CCOCC1`?
Ba/F3 V617F tox: -3.5; TRPN1 ag: 0.6; TNF death inh: 0.9; CHOP inh: -5.8; RBBP9 inhibitor: 2.8; Wee1 degr inh: 0.4; BaF3 parental: -2.0; TRPML3 ag: -0.2; PPC-1+TRAIL kill: 1.7

How did COc1ccc(NC(=O)c2sc(N3CCOCC3)nc2-c2ccccc2)c(OC)c1 do in these assays?
Ba/F3 V617F tox: 10.9; TRPN1 ag: -0.8; TNF death inh: -0.4; CHOP inh: 46.3; RBBP9 inhibitor: -4.2; Wee1 degr inh: 1.4; BaF3 parental: 2.9; TRPML3 ag: -0.7; PPC-1+TRAIL kill: 18.2

What do the screens show for `Cc1ccc(-c2nc(N/N=C/c3ccncc3)c3ccccc3n2)cc1`?
Ba/F3 V617F tox: -1.7; TRPN1 ag: 0.7; TNF death inh: -12.8; CHOP inh: 81.5*; RBBP9 inhibitor: -2.7; Wee1 degr inh: -4.5; BaF3 parental: 5.4; TRPML3 ag: 0.6; PPC-1+TRAIL kill: 97.7*[5 µM]

How did CN=c1sc2ccccc2n1CC(O)COc1ccccc1 (configuration not stated) do in these assays?
Ba/F3 V617F tox: -1.7; TRPN1 ag: -1.2; TNF death inh: 1.3; CHOP inh: 34.3; RBBP9 inhibitor: -5.2; Wee1 degr inh: -0.7; BaF3 parental: 8.2; TRPML3 ag: -0.7; PPC-1+TRAIL kill: -14.4

How did CC(C)(C)c1ccc(CCC(CC(=O)O)CC(=O)O)cc1 do in these assays?
Ba/F3 V617F tox: 2.6; TRPN1 ag: 0.2; TNF death inh: -1.3; CHOP inh: 2.9; RBBP9 inhibitor: -6.1; Wee1 degr inh: -0.3; BaF3 parental: 8.2; TRPML3 ag: 0.1; PPC-1+TRAIL kill: 2.3

How did CCOC(=O)Cc1ccc(NS(=O)(=O)c2ccc(SC)cc2)cc1 do in these assays?
Ba/F3 V617F tox: 1.4; TRPN1 ag: -0.3; TNF death inh: 0.9; CHOP inh: 51.3; RBBP9 inhibitor: -2.7; Wee1 degr inh: 5.5; BaF3 parental: 6.8; TRPML3 ag: -0.1; PPC-1+TRAIL kill: -8.0

How did CC(C)NC(=O)C1CCN(C2CCN(Cc3cn[nH]c3-c3ccccc3)CC2)CC1 do in these assays?
Ba/F3 V617F tox: 4.6; TRPN1 ag: -0.4; TNF death inh: 0.2; CHOP inh: 5.7; RBBP9 inhibitor: 0.4; Wee1 degr inh: 1.7; BaF3 parental: 8.9; TRPML3 ag: 0.9; PPC-1+TRAIL kill: 15.7

What do the screens show for `C=CCN(c1ccccc1)S(=O)(=O)c1cccc(C(=O)OCC(=O)NC2CC2)c1`?
Ba/F3 V617F tox: 1.6; TRPN1 ag: -1.3; TNF death inh: -0.1; CHOP inh: 0.3; RBBP9 inhibitor: -6.5; Wee1 degr inh: 0.6; BaF3 parental: 4.9; TRPML3 ag: 0.3; PPC-1+TRAIL kill: -13.1

Results for O=C1NC(c2ccncc2)C(C(=O)c2cccs2)C(O)(C(F)(F)F)N1 (configuration not stated) ?
Ba/F3 V617F tox: -4.5; TRPN1 ag: -0.8; TNF death inh: -1.3; CHOP inh: -0.5; RBBP9 inhibitor: 0.6; Wee1 degr inh: 1.6; BaF3 parental: 0.8; TRPML3 ag: 0.5; PPC-1+TRAIL kill: 17.1

How did NS(=O)(=O)c1ccc(NC(=O)COC(=O)c2cc([N+](=O)[O-])ccc2Cl)cc1 do in these assays?
Ba/F3 V617F tox: -4.1; TRPN1 ag: 1.3; TNF death inh: 0.8; CHOP inh: -16.7; RBBP9 inhibitor: -8.1; Wee1 degr inh: 0.1; BaF3 parental: 0.9; TRPML3 ag: 0.8; PPC-1+TRAIL kill: -14.4

How did CCOC(=O)c1[nH]c(C)c(C(=O)OCC(=O)NC2CCS(=O)(=O)C2)c1C (configuration not stated) do in these assays?
Ba/F3 V617F tox: -2.8; TRPN1 ag: 0.9; TNF death inh: 3.2; CHOP inh: 0.2; RBBP9 inhibitor: -5.9; Wee1 degr inh: 6.6; BaF3 parental: 0.1; TRPML3 ag: 0.4; PPC-1+TRAIL kill: -5.7

How did Cn1nnnc1Sc1ccc([N+](=O)[O-])cc1Cl do in these assays?
Ba/F3 V617F tox: 2.3; TRPN1 ag: -1.4; TNF death inh: 8.3; CHOP inh: -4.2; RBBP9 inhibitor: 0.2; Wee1 degr inh: -3.4; BaF3 parental: 7.8; TRPML3 ag: -0.5; PPC-1+TRAIL kill: 28.9

Results for CC(C(=O)N1CCc2ccccc21)N1CCN(c2ccccn2)CC1 (configuration not stated) ?
Ba/F3 V617F tox: -5.4; TRPN1 ag: -1.6; TNF death inh: 1.6; CHOP inh: 9.3; RBBP9 inhibitor: 2.7; Wee1 degr inh: -0.5; BaF3 parental: 4.0; TRPML3 ag: -0.3; PPC-1+TRAIL kill: 23.6

Results for Cc1ccc(N2C(=O)C(NC(=O)c3c(F)cccc3F)(C(F)(F)F)C3=C2CC(C)(C)CC3=O)cc1 (configuration not stated) ?
Ba/F3 V617F tox: -2.7; TRPN1 ag: 0.0; TNF death inh: -0.7; CHOP inh: -13.3; RBBP9 inhibitor: -1.5; Wee1 degr inh: 1.9; BaF3 parental: 0.3; TRPML3 ag: -0.4; PPC-1+TRAIL kill: 6.1

What do the screens show for `O=C(O)c1cc(-c2ccc(N3CCOCC3)cc2)nn1-c1ccccc1Cl`?
Ba/F3 V617F tox: -2.8; TRPN1 ag: 0.1; TNF death inh: 2.2; CHOP inh: -1.9; RBBP9 inhibitor: 0.5; Wee1 degr inh: 1.6; BaF3 parental: 6.0; TRPML3 ag: 0.8; PPC-1+TRAIL kill: -1.9

How did C[C@H](NS(=O)(=O)c1ccccc1F)C(=O)OCC(=O)N1CCc2ccccc21 do in these assays?
Ba/F3 V617F tox: -2.8; TRPN1 ag: -0.5; TNF death inh: -0.4; CHOP inh: 10.2; RBBP9 inhibitor: 1.5; Wee1 degr inh: -0.2; BaF3 parental: 3.2; TRPML3 ag: 0.6; PPC-1+TRAIL kill: 15.1

Results for Cc1ccccc1NC(=O)CSc1nnc(Cc2ccccc2)o1 ?
Ba/F3 V617F tox: -4.6; TRPN1 ag: -2.0; TNF death inh: 0.4; CHOP inh: 4.3; RBBP9 inhibitor: 1.6; Wee1 degr inh: 2.6; BaF3 parental: -1.4; TRPML3 ag: 0.4; PPC-1+TRAIL kill: 9.2

How did O=C(Cn1c(=O)n(CC2CCCO2)c(=O)c2ccccc21)c1ccc(Cl)c(Cl)c1 (configuration not stated) do in these assays?
Ba/F3 V617F tox: -2.3; TRPN1 ag: -0.2; TNF death inh: 0.0; CHOP inh: 20.5; RBBP9 inhibitor: -3.0; Wee1 degr inh: -1.2; BaF3 parental: 5.7; TRPML3 ag: 0.0; PPC-1+TRAIL kill: 9.4

Results for COc1cc(NC(=O)C2CCCCC2)c2ncccc2c1 ?
Ba/F3 V617F tox: 1.1; TRPN1 ag: -1.0; TNF death inh: -0.7; CHOP inh: 53.0; RBBP9 inhibitor: -3.8; Wee1 degr inh: 4.2; BaF3 parental: 2.2; TRPML3 ag: 0.1; PPC-1+TRAIL kill: -2.1

How did COc1ccc(SCc2noc(C(=O)NCC3CCCO3)c2C(=O)O)cc1 (configuration not stated) do in these assays?
Ba/F3 V617F tox: -0.7; TRPN1 ag: -0.3; TNF death inh: -1.3; CHOP inh: 8.7; RBBP9 inhibitor: -8.1; Wee1 degr inh: -3.0; BaF3 parental: 0.8; TRPML3 ag: 1.1; PPC-1+TRAIL kill: 6.2

Results for CCOC(=O)Nc1cc(NC(=O)OCC)c(C)nc1C ?
Ba/F3 V617F tox: -2.6; TRPN1 ag: 2.0; TNF death inh: 0.7; CHOP inh: 3.8; RBBP9 inhibitor: -0.6; Wee1 degr inh: 2.7; BaF3 parental: 4.3; TRPML3 ag: 0.3; PPC-1+TRAIL kill: 9.3

What do the screens show for `Cc1cc(C)c(C(CC(=O)c2cccs2)C(C#N)C#N)c(C)c1` (configuration not stated)?
Ba/F3 V617F tox: -2.0; TRPN1 ag: -1.5; TNF death inh: -6.6; CHOP inh: 103.5*; RBBP9 inhibitor: 1.0; Wee1 degr inh: 0.7; BaF3 parental: 3.1; TRPML3 ag: 0.1; PPC-1+TRAIL kill: 11.3

Random draw from the library; 6.8% or so of the library scored in one or more.
